RNase H inhibition: RNase H inhibition, HIV 1 Gag Pol polyprotein, FRET biochemical assay, screening (AID 372). HIV-1 RT RNase H, FRET RNA/DNA substrate fluorescence; higher % means a stronger effect. inhibition, % at 10 µM; hits with a dose series show IC50 in µM. 0.77% of 100,000 active; in the data active means inhibition above about 50%
An asterisk follows results filed as active. These rows are one share of the data; count on the stated rates, not on these rows.

SMILES	RNase H inhibition
COc1ccc(S(=O)(=O)Nc2ccccc2Br)cc1	0%
Cc1cc(Br)ccc1S(=O)(=O)n1ccnc1C	9%
Clc1ccc(CSc2nnc3c(n2)OC(c2ccc4c(c2)OCO4)Nc2ccccc2-3)cc1 (centres undefined)	10%
COc1ccc(N=Nc2nc3ccccc3n2Cc2ccccc2)cc1	4%
C=CCn1c(COc2ccccc2)n[nH]c1=S	3%
N#C/C(=C(/O)c1ccc(F)cc1)c1nc2ccccc2s1	2%
CCCCSc1nnc2c(n1)OC(c1ccc(OC)c(C)c1)Nc1ccc(Br)cc1-2 (centres undefined)	1%
Cc1c(C(=O)Nc2ccc(Cl)cn2)oc2ccccc12	10%
CCC(CC)C(=O)Nc1ccc(Cl)cc1Cl	13%
NC(=O)c1c(NC(=O)c2ccc(F)cc2)sc2c1CCCC2	9%
COc1ccc(CCC(=O)C2(O)CCCCC2)cc1	3%
O=c1c2c(nc3cc(-c4cccc(F)c4)[nH]n13)CCS2	3%
COc1ccc(C(=O)NC(=S)Nc2ccc(S(N)(=O)=O)cc2)cc1	15%
O=C(NCCCNc1ccc([N+](=O)[O-])cc1)c1ccc(Cl)cc1Cl	15%
CC(NC(=O)CCCCCCCCC(=O)NC(C)C1COc2ccccc2O1)C1COc2ccccc2O1 (centres undefined)	10%
COc1cc(/C=N/n2nnnc2N)ccc1OCc1c(C)no[n+]1[O-]	9%
Oc1ccc(Cl)cc1C=Nc1ccc2c(c1)oc1ccccc12	0%
CCCC1=C(C(=O)OCC)C(c2ccc(CC)cc2)C(C#N)=C(N)O1 (centres undefined)	13%
Cc1ccc(/C=N/N=C2\NC(=O)C(C)S2)cc1 (centres undefined)	14%
O=C(Nc1ccc(Cl)c([N+](=O)[O-])c1)C(c1ccccc1)c1ccccc1	21%
CC(=O)Oc1ccc(/C=C2\SC(=S)NC2=O)cc1	2%
CN1CCN(S(=O)(=O)c2ccccc2[N+](=O)[O-])CC1	5%
CCCc1cc(=O)oc2cc(OCc3cccc(C(F)(F)F)c3)ccc12	16%
Cc1cc(/C=C2\C(=O)NC(=S)N(c3ccc(Cl)cc3Cl)C2=O)c(C)n1-c1ccc(F)cc1	41%
CC1CCc2c(sc(N)c2C(=O)Nc2ccccc2Cl)C1 (centres undefined)	31%
O=C(NC(=S)Nc1ccc(F)cc1)c1cccc(Cl)c1	12%
O=C(CCCOc1ccc(Cl)cc1Cl)N1CCc2ccccc2C1	15%
Cc1ccc(C(=O)Nc2ccccc2Br)cc1	0%
Brc1ccc(/C=N/Nc2nc(-c3ccccc3)cs2)cc1	6%
COc1ccc(-c2n[nH]c(=S)n2/N=C/c2ccc(C(C)C)cc2)cc1	18%
CC(=O)N(CC(=O)O)c1ccccc1C(=O)O	4%
O=C(CN(c1cccc(Cl)c1)S(=O)(=O)c1ccccc1)NC12CC3CC(CC(C3)C1)C2	6%
COc1ccc(CCNC(=O)/C=C/c2ccc3c(c2)OCO3)cc1	11%
C=CC(=O)Nc1ccc2c(c1Oc1ccc(C(C)(C)C)cc1)C(=O)c1ccccc1C2=O	16%
O=C(NCCCN1CCOCC1)c1cnn2c(C(F)(F)F)cc(-c3cccs3)nc12	6%
CCOC(=O)c1c(NC(=O)c2ccc(Cl)s2)sc2c1CCC(C)C2 (centres undefined)	12%
O=C(N/N=C/c1cccc(/C=N/NC(=O)c2cccnc2)c1)c1cccnc1	0%
COc1cc(C2C3=C(CC(C)(C)CC3=O)Nc3ccccc3N2C(C)=O)cc([N+](=O)[O-])c1O (centres undefined)	3%
CN1C(c2ccccc2)CC(O)(C#Cc2ccccc2)CC1c1ccccc1 (centres undefined)	4%
Cc1ccc(NC(=S)NC(=O)c2ccc(OC(C)C)cc2)cc1	22%
COc1cccc(C2C(C(=O)OCCOc3ccccc3)=C(C)NC3=C2C(=O)CC(c2ccc(Cl)cc2)C3)c1 (centres undefined)	14%
O=C(Nc1ccc(I)cc1)c1cccc(C(=O)Nc2ccc(I)cc2)c1	9%
Cc1nc2c(O)c(Br)ccn2c(=O)c1Br	1%
COc1cc(C(=O)NCCOc2ccc(C)cc2)cc(OC)c1OC	6%
COCCc1nnc(NC(=O)c2ccc(F)cc2)s1	5%
O=C(Nc1ccc(O)c(-c2nc3ccccc3s2)c1)c1cc(Cl)ccc1Cl	3%
CCOc1ccc(/C(C)=N/NC(=O)c2cc(C3CC3)[nH]n2)cc1	12%
Cc1cccc(C)c1OCC(=O)Nc1ccccc1	3%
O=C(/C=C/c1ccc(Cl)cc1Cl)Nc1nc2ccccc2s1	15%
CCCCn1c(/N=C/c2ccc([N+](=O)[O-])o2)nc2ccccc21	20%
COc1cc2c(cc1OC)C(C(Cl)(Cl)Cl)OC(=O)C2 (centres undefined)	5%
CC[n+]1c(C)n(C)c2cc(N)ccc21	0%
COc1ccc(-c2cc(C(=O)N/N=C/c3ccc(OC)c(OC)c3)[nH]n2)cc1	1%
CCOC(=O)c1c(NC(=O)c2cccs2)sc(C(=O)Nc2ccccc2C(F)(F)F)c1C	9%
Cc1ccc(C2CC(=O)NC(SCC(N)=O)=C2C#N)s1 (centres undefined)	2%
CC1=CC(C)(C)Nc2ccc(OC(=O)c3cccc(C)c3)cc21	22%
COc1ccc(N(CC(=O)N/N=C/c2ccc(OC3CSC3)cc2)S(=O)(=O)c2ccccc2)cc1	8%
COc1ccc(NC(=O)COc2ccc(-c3ccccc3)cc2)c([N+](=O)[O-])c1	0%
O=C(NNC(=O)c1ccccc1)/C(=C\c1ccc(Br)cc1)NC(=O)c1ccccc1	6%
COC(=O)c1c(C)oc2cc(Br)c(OC(=O)c3cccc([N+](=O)[O-])c3)cc12	0%
The results go on:
SMILES	RNase H inhibition
CC(C)(C)CNC(=O)C(=O)Nc1ccc(Cl)c(Cl)c1	5%
CC(C)c1ccc(/C=N/NC(=O)c2ccc(Cl)cc2O)cc1	7%
C=CCn1c(COc2ccc3ccccc3c2)nc2ccccc21	11%
O=[N+]([O-])c1ccc2c(c1)Cc1cc(N=Cc3ccccc3F)ccc1-2	18%
O=C(Nc1ccc2c(c1)ncn2-c1ccccc1)c1ccccc1	26%
O=c1c2c([nH]c(=S)n1Cc1ccccc1)-c1ccccc1CC21CCCC1	23%
C=CCc1cccc(/C=N/NC(=O)CNc2ccc(Cl)cc2C)c1O	17%
O=C(NCCNc1ccc(Cl)cc1[N+](=O)[O-])C(c1ccccc1)c1ccccc1	9%
CCOC(=O)c1cc[n+](Cc2nc3ccccc3c(=O)n2-c2cccc(C(F)(F)F)c2)cc1	1%
COc1ccc(C(=O)Oc2ccc3ccccc3c2)cc1OC	15%
Cc1ccc(-c2nc3cc(N=C/C=C/c4ccc(Cl)cc4)ccc3o2)cc1	11%
CCOc1ccccc1NC(=O)Cc1ccc(OC)cc1	5%
CCOC(=O)C1=C(C)N=c2s/c(=C\c3ccc(N(C)C)cc3)c(=O)n2C1c1ccc(OC)cc1 (centres undefined)	7%
CCCCCCCC(O)CCC(=O)N/N=C/c1c2ccccc2cc2ccccc12 (centres undefined)	19%
CCOc1ccc(N/C=C\C(=O)c2ccc3c(c2)OCO3)c([N+](=O)[O-])c1	8%
COc1ccc(C2CC(C(F)(F)F)n3nc(C(=O)O)cc3N2)cc1OC (centres undefined)	0%
N/C(=N\OC(=O)c1ccc(Cl)cc1Cl)c1ccc([N+](=O)[O-])cc1	7%
Cc1ccc(Cl)cc1N(Cc1ccc(C(=O)N2CCN(c3ccccc3)CC2)cc1)S(=O)(=O)c1ccccc1	14%
COC(=O)C1=C(C(=O)OC)SC2(S1)C(C(=O)OC)=C(C(=O)OC)SC1=C2c2cc(OC)ccc2NC1(C)C	21%
O=C(CNc1ccc(Cl)cc1)c1ccc(Br)cc1	0%
Fc1cnc(N2CCOCC2)nc1N1CCOCC1	28%
Cc1ccc(-c2ccccc2NC(=O)c2ccccc2)o1	4%
CCCCCOC(=O)C1=C(C)NC(=O)NC1c1ccccc1F (centres undefined)	6%
C/C(=N/NC(=O)c1ccc(Br)cc1)c1ccc2c(c1)CCCC2	6%
CCOc1ccc(N2C(=O)/C(=C/c3ccc(OC)c(I)c3)C(=O)NC2=S)cc1	15%
O=C1CCC(=O)N1CN1CCOCC1	18%
CN1CCN(NC(=O)CN2C(=O)S/C(=C/c3ccccc3)C2=O)CC1	6%
Cc1ccccc1NC(=O)c1c(NC(=O)C(C)(C)C)sc2c1CCCCC2	14%
Cc1cccc(N2C(=O)C(=O)/C(=C(\O)c3ccccc3)C2c2ccc(F)cc2)c1 (centres undefined)	8%
Cc1ccccc1NC(=O)C1CC(=O)N(c2ccccc2)C1 (centres undefined)	0%
Cc1ccc(NC(=O)Nc2nnc(CCCOc3ccc(Cl)cc3Cl)s2)cc1	32%
O=C(Nc1cccc(Cl)c1)c1cc2nc(-c3ccc4c(c3)OCO4)cc(C(F)(F)F)n2n1	0%
COc1cccc(C(=O)Oc2ccc(S(=O)(=O)c3ccc(OC(=O)c4cccc(OC)c4)cc3)cc2)c1	15%
CCN(CC)c1ccc(C(=O)Nc2cc(Cl)cc(Cl)c2)cc1	20%
c1ccc(Sc2ncnc3c2oc2ccccc23)cc1	8%
CCc1cccc(C)c1NC(=O)CSc1nc2c(c(=O)n(C)c(=O)n2C)n1C	6%
CCOC(=O)C1=C(O)/C(=C/c2ccc(Br)cc2)SC1=Nc1ccc([N+](=O)[O-])cc1	2%
Cc1cc2nn(-c3ccccc3)nc2cc1NC(=O)c1cccc2ccccc12	36%
CC1=C(C(=O)OC(C)C)C(c2ccc(Br)s2)NC(=O)N1C (centres undefined)	6%
CCOC(=O)/C(N=Nc1ccc(C(N)=O)cc1)=C(/C)O	8%
COc1ccc(Cl)cc1NC(=O)CN(CCc1ccccc1)S(=O)(=O)c1ccccc1	8%
O=C(NCc1ccco1)c1ccc(-c2ccc(Cl)cc2Cl)o1	17%
CC(C)C(=O)Nc1ccc2oc(-c3cccc4c(Br)cccc34)nc2c1	38%
CCOc1ccc(S(=O)(=O)N2CCOCC2)cc1	2%
CCOc1ccccc1NC(=O)CN1C(=O)/C(=C\c2cc(OC)c(OC)c(OC)c2)SC1=S	0%
CCCC(C)NC(=O)Cc1ccccc1[N+](=O)[O-] (centres undefined)	2%
Cc1ccc(-c2ccc(OCC(=O)Nc3ccccc3C(F)(F)F)cc2)cc1	0%
CCOC(=O)c1ccc2c(c1)C1C=CCC1C(c1ccc(Cl)cc1)N2 (centres undefined)	26%
COc1ccccc1Nc1c([N+](=O)[O-])cc(C)cc1[N+](=O)[O-]	25%
COc1ccccc1NC(=O)C1=C(C)NC(=S)NC1c1ccc([N+](=O)[O-])cc1 (centres undefined)	10%
O=C(NNC(=O)c1cccnc1)NC1CCCCC1	12%
COc1cc(CN2CCN(Cc3ccccc3C(F)(F)F)CC2)cc(OC)c1OC	12%
Cc1cc(OCC(=O)Nc2cccnc2)cc(C)c1Cl	0%
COc1ccccc1C1C2=C(N=c3s/c(=C/c4cccc(OC)c4O)c(=O)n31)c1ccccc1CC2 (centres undefined)	19%
CCC(C)NC(=O)c1ccc(CN2CCN(c3ccccc3)CC2)cc1 (centres undefined)	8%
CN(C(=O)c1ccccc1Cl)c1ccccc1	0%
Cc1cccc(OCCCn2ccnc2)c1	4%
O=C(CCCN1C(=O)/C(=C\c2cccs2)SC1=S)Nc1ccccc1O	2%
O=C(c1cc2n(n1)C(C(F)(F)F)CC(c1ccc(F)cc1)N2)N1CCCC1 (centres undefined)	5%
Fc1c(F)c(C(F)(F)F)c(F)c(F)c1N1CCN(c2ccc3nnc(C(F)(F)F)n3n2)CC1	0%
(more compounds)
SMILES	RNase H inhibition
COc1cc(C(=O)Nc2ccc(O)c(-c3nc4cc(C)ccc4o3)c2)cc(OC)c1OC	6%
COc1cc(N/N=C/c2cc(Br)ccc2O)ncn1	0%
COc1ccc2c(c1)-c1c(ssc1=S)C(C)(C)N2C(=O)C(C)N1C(=O)c2ccccc2C1=O (centres undefined)	0%
COc1ccc2c(c1)CC/C(=C\c1cccc(F)c1)C2=O	15%
CC(CCc1ccc(O)cc1)N1CCN(C/C=C/c2ccccc2)CC1 (centres undefined)	14%
O=C(CSCc1ccccc1)Nc1cccc2c1C(=O)N(c1ccccc1)C2=O	2%
COc1cc(C=Nc2ccc(O)cc2)cc(OC)c1OC	0%
